# High-throughput results (PubChem BioAssay)
# RmlC RmlD mix – inhibitors of RmlC and RmlD coupled enzymes | hit rate 0.39% among 110,000 | RmlC/RmlD coupled enzyme inhibition, 384-well mixture HTS | inhibition, % at 5.5 µM; in the data active = inhibition above about 30%, passing the limit was not always enough; also: strong numbers were not always called active
# HIV RNase H inh – inhibitors of HIV-1 reverse transcriptase RNase H | P04585 | RT-RNase H RNA/DNA duplex cleavage, fluorescence | inhibition, % at 10 µM | hit rate 1.9% among 65,000; in the data active = inhibition above about 50%
# Numbers without * were called inactive; · = no result given.
SMILES,RmlC RmlD mix,HIV RNase H inh
Cc1ccc(NC(=O)CSCc2c(C)noc2C)cc1C,-42,-7
O=C(Nc1cc(C(F)(F)F)ccc1N1CCOCC1)C1Cc2ccccc2CN1C(=O)c1ccco1 (stereo unspecified),-5,28
O=[N+]([O-])c1ccc(Cl)c(/C=N/N2CCN(Cc3ccccc3Cl)CC2)c1,5,·
CCOC(=O)CC(=O)CSc1nc2nc(C)cc(C)n2n1,8,1
O=C1c2ccccc2C(=O)N1CCC(=O)N1CCCc2ccccc21,11,-32
CC1CCCCC1NC(=O)COC(=O)c1ccc(S(=O)(=O)NCc2ccco2)cc1 (stereo unspecified),8,·
Cc1cccc(NC(=S)N/N=C/c2cccc([N+](=O)[O-])c2)c1,-13,·
Cc1noc(C)c1COC(=O)COc1cccc2c1OC(C)(C)C2,-14,-14
Cc1cc(OCC[N+]2(C)CCCCC2)nc2ccccc12,6,·
O=C1Cc2ccccc2Sc2ccc(Cl)cc21,1,·
O=C(c1cccc(C(=O)N2CCN(c3ncccn3)CC2)c1)N1CCN(c2ncccn2)CC1,·,-6
CC(=O)Nc1ccccc1OC(=O)N1CCOCC1,2,·
CCCCN(C)CCCNC(=O)c1ccc2c(c1)NC(=O)C(N1CCOCC1)S2 (stereo unspecified),-14,-3
O=C(Nc1ccc(N2CCOCC2)c(Cl)c1)C1CCCCC1,2,-5
CNC(=O)N(C1=NCC(C)(C)S1)c1ccc(F)c(Cl)c1,-11,-28
CC(C)CC(=O)NC1(C(F)(F)F)C(=O)Nc2c1c(=O)[nH]c(=O)n2Cc1ccco1 (stereo unspecified),·,-5
COc1cccc(Oc2ccc(N)cn2)c1,5,-6
C=CCN1C(=O)C(Cc2ccc(OC)cc2)S/C1=N/N=C/c1ccco1 (stereo unspecified),110,·
FC(F)(F)c1cccnc1N1CCN(c2ncnc3nc[nH]c23)CC1,9,-10
COC(=O)Cc1csc(Nc2c(C)n(C)n(-c3ccccc3)c2=O)n1,0,-5
CCCN1C(=O)/C(=C/C=C2\N(CC)c3ccccc3C2(C)C)SC1=S,1,·
Cc1cc(S(=O)(=O)N2CCN(c3ccc(F)cc3)CC2)c(C)s1,5,0
CC(=O)NC1=C(C#N)C(c2ccccc2)c2c(ccc3ccccc23)O1 (stereo unspecified),-9,·
Cn1c(N)c(C(=O)COC(=O)CCc2c[nH]c3ccccc23)c(=O)n(C)c1=O,10,·
COCCNc1nc(C(C)(C)C)nc2c1nnn2Cc1ccccc1Cl,10,-20
O=C1NC(Nc2ccccn2)(C(F)(F)F)C(=O)N1c1ccc(F)cc1 (stereo unspecified),-4,-5
COC(=O)c1ccc(NC(=O)C2CCCN2S(=O)(=O)c2ccc(C)cc2)cc1 (stereo unspecified),-1,-16
Cn1c(=O)c2c(nc(SCC(=O)N3CCc4ccccc43)n2Cc2ccccc2)n(C)c1=O,·,-4
O=C(N/N=C/c1cccc(F)c1)c1cc(-c2ccco2)nc2ccccc12,3,·
Cc1cc(NC(=O)c2cc3n(n2)C(C(F)(F)F)CC(c2ccc(Cl)c(Cl)c2)N3)no1 (stereo unspecified),5,1
O=C(NCc1ccccc1)/C(=N\O)c1ccccc1,11,-5
COc1ccc(/C(O)=C2\C(=O)C(=O)N(CC3CCCO3)C2c2cc(OC)ccc2OC)cc1 (stereo unspecified),-20,1
CCN(CC)CCN1C(=O)C(=O)/C(=C(/O)c2c(C)[nH]c(C(=O)OC)c2C)C1c1cccs1 (stereo unspecified),2,·
C=CCN(c1ccc(C(=O)NCCc2ccccc2)cc1)S(C)(=O)=O,-6,·
CC(C)CNC(=S)NC1CC2CCCC(C1)N2Cc1cccs1 (stereo unspecified),7,·
COCC(=O)Nc1cc(C)c2c(=O)oc3ccccc3c2n1,·,-21
CCCCCCn1c(O)c(C=Nc2c(C)n(C)n(-c3ccccc3)c2=O)c(=O)[nH]c1=O,·,15
CC(C)(C)N1C(=O)c2ccc(C(=O)Nc3nccs3)cc2C1=O,-14,3
CCn1c(C)cc2c(c1=O)C(c1ccncc1)C(C#N)=C(N)O2 (stereo unspecified),-6,-10
CC(=O)N1CCC(=NNS(=O)(=O)c2cccc([N+](=O)[O-])c2)CC1,0,·
O=C(CSc1nnc2c3cc(F)ccc3nc(-c3ccccc3)n12)N1CCOCC1,·,-26
O=c1c(Cc2ccc(Cl)cc2Cl)c(O)ccn1Cc1ccc(Cl)cc1,7,·
COc1ccc([C@H]2/C=C\CN(C(=O)c3ccccc3)[C@@H](C)C(=O)N2Cc2ccc(F)cc2)cc1,-9,·
CCn1cc(Br)c(C(=O)Nc2ccc(Cl)c(Cl)c2)n1,-3,·
O=C(Nc1ccccc1)C1=C[C@@H](c2ccc(C(F)(F)F)cc2)C[C@@H](OCc2ccc(CO)cc2)O1,-10,·
CCn1c(=O)cc(SCC(=O)Nc2ccccc2N2CCN(C)CC2)c2ccccc21,·,-2
CCOC(=O)c1ccc(NC(=O)Nc2cc(C)on2)cc1,-5,-7
CCOc1ccc(NC(=O)COC(=O)Cn2cnnn2)cc1OCC,-7,-1
CC(C)(C)c1cc(NC(=O)c2cccnc2)no1,5,1
CC(=O)Nc1cccc(N2CCCC2=O)c1,-9,-3
CCCCCCNC(=O)N1C/C=C\C(c2ccc(OC)cc2)N(Cc2ccc(F)cc2)C(=O)C1 (stereo unspecified),7,·
O=C(CSCc1c(Cl)cccc1Cl)Nc1ccc2c(c1)OCO2,0,·
CCOc1ccc(S(=O)(=O)N2CCN(c3ccccc3)CC2)c2cccnc12,2,-9
CC(=O)Oc1ccc(-c2csc(Nc3cccnc3)n2)cc1,-3,·
CC[C@@H](C(N)=O)N1CCCC1=O,-12,·
CCOC(=O)N1CCC(NC(=O)CC(NS(=O)(=O)c2ccc(C)cc2)c2ccco2)CC1 (stereo unspecified),-4,-9
CC1(C)NC(=O)N(CC(O)COc2ccccc2C(=O)N2CCCCC2)C1=O (stereo unspecified),-11,-6
CCOC(=O)c1cccc(NC(=O)C2CCN(S(=O)(=O)c3cnc[nH]3)CC2)c1,5,-6
Cc1ccc(CN2CCNC2=O)cc1,-8,·
Cc1cc(NC(=O)CCC(=O)N(Cc2ccco2)C(C(=O)NC2CCCCC2)c2ccccc2)no1 (stereo unspecified),-2,·

# The final 2 records of the section above open the next one.
SMILES,RmlC RmlD mix,HIV RNase H inh
Cc1ccc(CN2CCNC2=O)cc1,-8,·
Cc1cc(NC(=O)CCC(=O)N(Cc2ccco2)C(C(=O)NC2CCCCC2)c2ccccc2)no1 (stereo unspecified),-2,·
O=C(Nc1ccccc1Cl)c1ccc(S(=O)(=O)N2CCOCC2)cc1,-6,0
COC(=O)C(C(=O)OC)C(C(=O)OC)C(C(=O)OC)C(=O)OC,-17,2
O=C(Nc1ccccc1C(=O)N1CCOCC1)C1COc2ccccc2O1 (stereo unspecified),-6,-1
CCCCC(=O)NC(=S)Nc1cccc(NC(=O)CC)c1,-8,·
CCC(=NCCc1ccccc1)c1c(O)n(C2CCCCC2)c(=O)[nH]c1=O,-6,·
O=C(CCC(=O)OCC(=O)c1ccc(-c2ccccc2)cc1)Nc1cccc(Cl)c1,6,·
Cc1ccc(-c2cc(-c3nnc(SCC(=O)NCC(C)C)n3N)c3ccccc3n2)cc1,-8,·
Cc1cc(C)c2cc(CN(CCN3CCCC3)C(=O)Nc3ccc(F)cc3)c(=O)[nH]c2c1,-7,3
O=C(NN1C(=O)c2ccccc2NC1c1ccccc1OCc1ccccc1)c1ccncc1 (stereo unspecified),16,·
Nc1nc(Sc2ccc(C(F)(F)F)cc2[N+](=O)[O-])n[nH]1,7,·
COc1ccc2c(c1)CCc1c(C(=O)NCc3ccco3)noc1-2,17,1
CCOc1cc(C)c(S(=O)(=O)NC2CCCCC2)cc1C,7,3

# 5 of the compounds above, with values under each structure.
# Screens in order – RmlC RmlD mix | HIV RNase H inh
- Cc1ccc(-c2cc(-c3nnc(SCC(=O)NCC(C)C)n3N)c3ccccc3n2)cc1
    -8 | ·
- Cc1cc(C)c2cc(CN(CCN3CCCC3)C(=O)Nc3ccc(F)cc3)c(=O)[nH]c2c1
    -7 | 3
- O=C(NN1C(=O)c2ccccc2NC1c1ccccc1OCc1ccccc1)c1ccncc1 (stereo unspecified)
    16 | ·
- Nc1nc(Sc2ccc(C(F)(F)F)cc2[N+](=O)[O-])n[nH]1
    7 | ·
- COc1ccc2c(c1)CCc1c(C(=O)NCc3ccco3)noc1-2
    17 | 1

# Remaining list, next part
SMILES,RmlC RmlD mix,HIV RNase H inh
Cc1cc2n(n1)C(c1ccc3c(c1)OCO3)Nc1c(C)cccc1-2 (stereo unspecified),-24,-2
COc1ccc(-n2c(Cc3cc(=O)[nH]c(=O)[nH]3)nnc2SCC(=O)Nc2ccccc2)cc1,·,-7
CC(C)(C)c1ccc(OCC(O)CS(=O)(=O)c2ccccn2)cc1 (stereo unspecified),-8,2
Cc1cc(C(=O)CSc2nc3ccccc3[nH]2)c(C)n1C,16,-44
CC(C)NC(=O)CN(Cc1ccccc1)S(=O)(=O)c1ccccc1,20,-8
O=C(C(NS(=O)(=O)c1cccs1)c1ccccc1)N1CCN(c2ccccc2F)CC1 (stereo unspecified),6,·
Cc1[nH]c(=O)[nH]c(=O)c1CSc1nnc(CCCCCNC(=O)OC(C)(C)C)o1,9,-10
CC(C)(C)[C@H]1C=C(C(=O)Nc2ccccc2)O[C@@H](OCCCCO)C1,-32,·
O=C1C=C(NCc2ccco2)C2(CCCCC2)O1,6,-5
COc1ccccc1OCCCCNC(C)(C)C,14,-9
CCOC(=O)n1c(=O)n(Cc2ccccc2)c2ccccc21,-16,·
O=C(CCc1nc2ccccc2[nH]1)N1CCc2ccccc2C1,·,-5

# Five entries drawn at random from the list so far:
SMILES,RmlC RmlD mix,HIV RNase H inh
CCOC(=O)n1c(=O)n(Cc2ccccc2)c2ccccc21,-16,·
O=C1C=C(NCc2ccco2)C2(CCCCC2)O1,6,-5
CC(C)(C)[C@H]1C=C(C(=O)Nc2ccccc2)O[C@@H](OCCCCO)C1,-32,·
CC(C)(C)c1ccc(OCC(O)CS(=O)(=O)c2ccccn2)cc1 (stereo unspecified),-8,2
COc1ccc(-n2c(Cc3cc(=O)[nH]c(=O)[nH]3)nnc2SCC(=O)Nc2ccccc2)cc1,·,-7

# A stretch from the list above, as a working copy:
SMILES,RmlC RmlD mix,HIV RNase H inh
Cc1cc2n(n1)C(c1ccc3c(c1)OCO3)Nc1c(C)cccc1-2 (stereo unspecified),-24,-2
COc1ccc(-n2c(Cc3cc(=O)[nH]c(=O)[nH]3)nnc2SCC(=O)Nc2ccccc2)cc1,·,-7
CC(C)(C)c1ccc(OCC(O)CS(=O)(=O)c2ccccn2)cc1 (stereo unspecified),-8,2
Cc1cc(C(=O)CSc2nc3ccccc3[nH]2)c(C)n1C,16,-44

# (list continues)
SMILES,RmlC RmlD mix,HIV RNase H inh
COC(=O)CCC(=O)COc1ccccc1C#N,-5,-10
COc1cc2c(cc1NS(=O)(=O)N1CCCC1)oc1ccccc12,5,·
CCOc1ccc(-c2cc(N)n(S(=O)(=O)c3ccc(OC)cc3)n2)cc1,5,·
O=C(O)C1C(c2ccccc2)C(C(=O)OCc2ccco2)C1c1ccccc1 (stereo unspecified),-8,-5
O=C(Nc1ccc(N2CCN(Cc3ccccc3)CC2)cc1)c1ncn[nH]1,-14,2
O=C(O)CCn1cnc2ccccc2c1=O,-15,-61
CC1(C(=O)NC2CCCC2)CCC(=O)N1Cc1ccccc1 (stereo unspecified),-14,-18
Cc1ccc(C(=O)Nc2cccc(C(F)(F)F)c2)cc1Nc1ccccn1,4,·
Cc1ccc(-c2csc3nnc(SCC(=O)N4CCN(Cc5ccccc5)CC4)n23)cc1,7,19
CCN(CC)S(=O)(=O)c1ccc2oc(C(=O)NC3CCCc4ccccc43)c(C)c2c1 (stereo unspecified),18,·
Cc1cc(C(=O)OCC(=O)c2ccc(Br)s2)no1,9,2
CS(=O)(=O)N(CC(=O)NCCC1=CCCCC1)C1CCCCC1,52,3
CCOc1ccc(C(=O)NCc2ccncc2)cc1OCC,6,-4
O=C1N=C(N2CCOCC2)S/C1=C/c1cccs1,8,·
COC(=O)[C@H](CCSC)NC(=O)Nc1ccc(OC)cc1OC,-6,·
COc1ccc(NS(=O)(=O)Cc2ccccc2Cl)cn1,2,-33
COCc1cc(C)nc(NC2CCCCC2)c1C#N,-21,-5
O=C(CSc1nc2ccccc2c(=O)n1CCCC(=O)N1CCCC1)NCc1ccco1,-11,-13
C=CCNC(=O)C1CC(=O)N(c2ccc(OCC(=O)Nc3ccccc3)cc2)C1 (stereo unspecified),-6,0
C=CCn1c(=O)/c(=C/c2ccc(C)o2)s/c1=C(/C#N)C(=O)c1ccccc1,5,17
O=C(Nc1cccc2ccccc12)N1CC=C(c2ccccc2)CC1,1,·
CC1CC(C)CN(C(=O)Cn2c(=O)n(CCCCC(=O)NC3CCCC3)c(=O)c3ccccc32)C1 (stereo unspecified),-18,2
COc1ccc(-c2cc(-c3ccccc3)nc(-c3ccc4c(c3)NC(=O)CO4)c2)cc1,-26,·
CC(=O)N1CCc2cc(S(=O)(=O)NCCC(=O)NC3CCCc4ccccc43)ccc21 (stereo unspecified),·,-1
COc1ccc(NC(=O)C23CCC(C)(C(=O)C2)C3(C)C)cc1 (stereo unspecified),-12,-2
O=C(OCCN1C(=O)c2ccccc2C1=O)c1cccs1,-5,-77
Oc1ccc(N=Nc2c(O)ccc3ccccc23)cc1,8,·
CC1=CC(=C2C(=O)NC(=O)NC2=O)C=C(C(F)(F)F)N1C(C)C,31,-1
COc1cc(S(=O)(=O)N2CCCCCC2)ccc1-n1cnnn1,4,·
CC1CCCC(C)N1S(=O)(=O)c1ccc(S(=O)(=O)NCCc2ccncc2)cc1 (stereo unspecified),10,·
CCCCn1c(SCC2CCCO2)nc2cc(S(N)(=O)=O)ccc21 (stereo unspecified),9,·
COc1ccc(CCNC(=O)CCN2C(=O)C3CC=CCC3C2=O)cc1OC (stereo unspecified),-1,-9
CC(CC(=O)Nc1ccncc1)c1ccccc1 (stereo unspecified),13,-14

# The list is partial; the hit share may differ from the screen's.
